TMEM16A inh = TMEM16A chloride channel inhibitors, primary screen, cell-based, HTS; AID 588511, 2011; 310,000 compounds, 1.2% hits; HEK293 TMEM16A/YFP iodide influx fluorescence, ionomycin; Anoctamin-1 (Mus musculus), Q8BHY3; normalized B-score (activity score, 25-100; higher = stronger inhibition) at 10 µM;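 active means ratio plate-corrected score three or more library SD toward inhibition, starting fluorescence score within five deviations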;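 further: score derived from kinetic fluorescence span divided by baseline fluorescence per well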
TRPC4 block = inhibitors of mouse TRPC4 channel, primary screen, Fluo4 calcium, HEK293 TRPC4beta/mu-opioid cells; 300,000 compounds, 0.39% hits; B-score at 10 µM; DAMGO-evoked Fluo4 calcium flux; active compounds read low;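 active means B-score over 3 SD under the library average, no early fluorescence shift, positive overall ratio signal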
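Assay system: TRPC4beta/mu-opioid receptor HEK293 cell line; compound dosing: single concentration per test compound; detection: Fluo4 Ca2+ flux fluorescence; evaluation: per-well B score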
ANO1 activ = TMEM16A chloride channel activators or potentiators, primary screen, cell-based, HTS. AID 623877, 2012. Anoctamin-1 (Mus musculus), Q8BHY3. B-score at 10 µM. HEK293 TMEM16A/YFP-H148Q/I152L, iodide quench fluorescence; active compounds read low. 340,000 compounds, 0.3% hits;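 active means fluorescence-ratio B-score plate-corrected deviation score at least 3 library SD below zero, with starting fluorescence score within 5 deviations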;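 further: channel opened by trigger with iodide after compound preincubation; score built on the fluorescence ratio of max minus min over baseline; more negative score means more quench and so TMEM16A activation or potentiation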
MrgX1 antag = antagonists of human MrgX1 receptor, primary screen, HEK293 cells, Fluo-4 calcium flux. B-score at 10 µM. BAM8-22 antagonism; active compounds read low. Mas-related G-protein coupled receptor member X1 (Homo sapiens), Q96LB2. 310,000 compounds, 1.3% hits;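 active means calcium-response B-score plate-corrected more than 3 library SD below zero, starting fluorescence within 5 deviations, no agonist response on first addition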;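 further: peak minus trough fluorescence over baseline after final BAM8-22 challenge near maximal dose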
Target sequence (Q96LB2 whole entry, looked up): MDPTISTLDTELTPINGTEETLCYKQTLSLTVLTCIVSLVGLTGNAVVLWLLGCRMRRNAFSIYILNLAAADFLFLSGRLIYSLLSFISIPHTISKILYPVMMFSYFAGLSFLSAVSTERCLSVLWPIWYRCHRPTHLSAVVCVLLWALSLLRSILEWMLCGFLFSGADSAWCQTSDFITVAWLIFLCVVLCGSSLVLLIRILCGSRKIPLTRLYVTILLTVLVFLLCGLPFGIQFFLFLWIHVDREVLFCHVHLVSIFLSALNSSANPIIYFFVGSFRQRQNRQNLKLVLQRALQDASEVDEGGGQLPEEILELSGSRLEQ
TRPC4 potent = positive allosteric modulators of TRPC4, primary screen, cell-based, mouse TRPC4beta, HEK293 mu-opioid, Fluo-4 calcium. DAMGO EC20, Fluo-4 Ca2+ flux; active compounds read high. B-score at 10 µM. 310,000 compounds, 0.42% hits. Short transient receptor potential channel 4 (Mus musculus), Q9QUQ5;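 active means B-score of calcium response area above 5 SD of library B-scores, with initial fluorescence ratio within 5 SD of library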;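 further: B-score of integrated fluorescence ratio over time as area under calcium response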
MrgX1 ag = agonists of human MrgX1 receptor, primary screen, HEK293 cells, Fluo-4 calcium flux | Fluo-4 calcium fluorescence, agonist mode; active compounds read high | 310,000 compounds, 0.44% hits | Mas-related G-protein coupled receptor member X1 (Homo sapiens), Q96LB2 | B-score at 10 µM;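 active means calcium response B-score plate-corrected fluorescence ratio at least 3 library SD, with starting fluorescence B-score inside 5 SD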
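Test system: HEK293 cells stably expressing human MrgX1 receptor; amount: 15,000 cells per well; doses: compound delivered in addition one of three; times: overnight plating before 1 h dye loading; detection: Fluo-4 NW calcium-flux fluorescence, kinetic read; read-out basis: B-scored fluorescence response ratio; controls: positive and negative controls per plate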
TRPC6 activator = mouse TRPC6 channel activators, primary screen, cell-based, HEK293, membrane potential dye; Short transient receptor potential channel 6 (Mus musculus), Q61143; HEK293-TRPC6 membrane potential dye fluorescence; active compounds read high; B-score at 10 µM; 310,000 compounds, 0.13% hits;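 active means B-score of the integrated fluorescence ratio above library mean plus 3 SD, and starting fluorescence ratio within library mean plus 5 SD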;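 further: higher score means more depolarization so channel activation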
TRPC4 agonist = activators of mouse TRPC4 channel, primary screen, Fluo4 calcium, HEK293 TRPC4beta/mu-opioid cells. Short transient receptor potential channel 4 (Mus musculus), Q9QUQ5. Fluo4 calcium fluorescence; active compounds read high. B-score at 10 µM. 310,000 compounds, 0.49% hits. AID 2237, 2010;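 active means B-score above 5 SD of library B-scores, and initial fluorescence ratio not above library mean plus 5 SD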;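 further: positive B-score marks a calcium rise read as TRPC4 activation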
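Test system: HEK293 cells stably co-expressing mouse TRPC4beta and mu-opioid receptor | Schedule: Fluo4 dye loading 45 min at room temperature, 110 s recording | Measured by: Kinetic Fluo4 calcium fluorescence, 5 s baseline at 1 Hz | Evaluation: B score of integrated ratio | Controls: Buffer (low) and maximal DAMGO (high)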
MrgX1 allo act = positive allosteric modulators of MrgX1, primary screen, HEK293 cells, Fluo-4 calcium flux. Mas-related G-protein coupled receptor member X1 (Homo sapiens), Q96LB2. FDSS; active compounds read high. B-score at 10 µM. 310,000 compounds, 0.63% hits. AID 588675, 2011;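 active means plate-corrected calcium response at least 3 library SD above typical, normal starting fluorescence, not activating the receptor alone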;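 further: compound read alongside a low EC10 to EC30 dose of BAM8-22 agonist; peak minus trough fluorescence over baseline measured at the second addition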
TRPC6 inhibitor = mouse TRPC6 channel inhibitors, primary screen, cell-based, HEK293, membrane potential dye; 310,000 compounds, 1.1% hits; ACh-evoked depolarization; active compounds read low; B-score at 10 µM; Short transient receptor potential channel 6 (Mus musculus), Q61143;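 active means B-score under library mean minus 3 SD, initial fluorescence not abnormally high, positive integrated signal ratio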;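 further: B-score derived from integrated fluorescence ratio over the kinetic read; more negative B-score means stronger inhibition of depolarization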
SKKanGAS inh = S. pyogenes SKKanGAS growth inhibitors in kanamycin, primary screen, streptokinase expression inhibitor project, SKKanGAS strain, BacTiter-Glo luminescence | 6 h | inhibition, % at 7.5 µM | 300,000 compounds, 1.3% hits | AID 1662, 2009;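 active means mean replicate score, as percent of positive control median, at least 50; inconclusive means mean below 50 but one replicate at or above 50; inactive means mean and every replicate below 50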;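 further: strain carries kanamycin resistance gene driven by streptokinase promoter and grows in 40 µg/ml kanamycin; loss of luminescence reflects streptokinase promoter inhibition or plain growth inhibition; 0% = median of DMSO wells and 100% = positive control at its reference dose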
The depositor's hits bear a star; i = inactive; u = inconclusive.

structure | TMEM16A inh | TRPC4 block | ANO1 activ | MrgX1 antag | TRPC4 potent | MrgX1 ag | TRPC6 activator | TRPC4 agonist | MrgX1 allo act | TRPC6 inhibitor | SKKanGAS inh
CCn1cc([N+](=O)[O-])c(C(=O)Nc2ccc(Br)cn2)n1 | i | i | i | i | i | i | i | i | i | i | 4.6
N#Cc1nc(Cc2ccccc2)oc1N1CCCC1 | i | i | i | i | i | i | i | i | i | i | -14.2
Cc1ccc(CSCCNC(=O)c2cccc([N+](=O)[O-])c2)cc1 | i | i | i | i | i | i | i | i | i | i | -3.1
COc1ccc(C(=O)NCCN2CCCC2)cc1[N+](=O)[O-] | i | i | i | i | i | i | i | i | i | i | -3.7
CCOc1ccc(CCNC(=O)c2cc(C)nc3ccccc23)cc1OCC | i | i | i | i | i | i | i | i | i | i | -0.7
CC1(C)CC(=O)C(N=Nc2cc(Cl)c(Cl)c(Cl)c2)=C(O)C1 | i | i | i | i | i | i | i | i | i | i | 6.7
Cc1ccc2c(c1)N(Cc1cccc(C#N)c1)C=NS2(=O)=O | i | i | i | i | i | i | i | i | i | i | 1.5
Cc1cc(-c2csc(N)n2)c(C)n1-c1ccc(Cl)c(Cl)c1 | i | i | i | i | i | i | i | i | i | i | 4.5
Cc1nnc(SCC(=O)N/N=C/c2ccc(-c3ccc(C)c(Cl)c3)o2)s1 | i | i | i | i | i | i | i | i | i | i | 2.3
COc1cccc(NC2=CC(=O)CC(C)(C)C2)c1 | i | i | i | i | i | i | i | i | i | i | 8.8
CNC(=S)NNC(=O)Cc1ccc(OC)c(OC)c1 | i | i | i | i | i | i | i | i | i | i | -9.2
CCc1ccccc1NC(=O)C1CCCN(S(=O)(=O)c2c(C)noc2C)C1 (configuration not stated) | i | i | i | i | i | i | i | i | i | i | -2.9
COc1ccc(C(=O)N2CCN(C(C)=O)CC2)cc1S(=O)(=O)NCc1ccc(Cl)cc1 | i | i | i | i | i | i | i | i | i | i | 4.7
NC(=O)Nc1cc(Cl)ccc1Cl | i | i | i | i | i | i | i | i | i | i | 4.1
O=C(NCc1ccco1)/C(=C/c1ccc(Cl)cc1)NC(=O)c1ccco1 | i | i | i | i | i | i | i | i | i | i | -2.1

structure | TMEM16A inh | TRPC4 block | ANO1 activ | MrgX1 antag | TRPC4 potent | MrgX1 ag | TRPC6 activator | TRPC4 agonist | MrgX1 allo act | TRPC6 inhibitor | SKKanGAS inh
COc1ccc(CNC(=O)C2CCC(=O)N2C(C)C)c(OC)c1 (configuration not stated) | i | i | i | i | i | i | i | i | i | i | 1.3
CC(Nc1nc(-c2ccc(F)cc2)cs1)c1nc2cc(Cl)c(Cl)cc2n1CCCO (configuration not stated) | i | i | i | i | i | i | i | i | i | i | 36.7
Cc1ccc(S(=O)(=O)N/N=C/c2ccc(C(=O)O)cc2)cc1 | i | i | i | i | i | i | i | i | i | i | -1.0
Cc1cc(=O)oc2cc(OCC(=O)N3CCN(C(=O)C4COc5ccccc5O4)CC3)c(Cl)cc12 (configuration not stated) | i | i | i | i | i | i | i | i | i | i | 7.9
CN1C(=O)CSc2ccc(NC(=O)NCc3cccnc3)cc21 | i | i | i | i | i | i | i | i | i | i | 0.4
c1ccc(-c2csc3nnc(SCc4ccc5c(c4)OCO5)n23)cc1 | i | i | i | i | i | i | i | i | i | i | -2.2
Cc1ccc(OCC(=O)Nc2cc(C(C)(C)C)on2)cc1C | i | i | i | i | i | i | i | i | i | i | -0.1
C/C(=N/NC(=O)c1ccc(C(C)(C)C)cc1)c1cccnc1 | i | i | i | i | i | i | i | i | i | i | -8.5
CCc1c(C)nc(SC(C(=O)O)c2ccccc2)c(C#N)c1C (configuration not stated) | i | i | i | i | i | i | i | i | i | i | 0.3
O=C(c1ccc(S(=O)(=O)N2CCCCCC2)cc1)N1CCN(c2ccccc2)CC1 | i | i | i | i | i | i | i | i | i | i | -0.3
CC1C(=O)N2CCCc3cc(S(=O)(=O)Nc4ccccc4F)cc1c32 (configuration not stated) | i | i | i | i | i | i | i | i | i | i | 1.1
CCOc1ccc(OCC)c(NC(=O)CCn2c(=O)oc3ccccc32)c1 | 100* | i | i | i | i | i | i | i | i | i | -8.5
COc1ccc(N(C(=O)c2ccco2)C(C(=O)NC2CCCC2)c2cc(OC)c(OC)c(OC)c2)cc1 (configuration not stated) | i | i | i | i | i | i | i | i | i | i | -3.1
c1ccc2[nH]c(-c3cscn3)nc2c1 | i | i | i | i | i | i | i | i | i | i | 3.0
Cc1cccc([C@@H]2[C@@H]3C(=O)N(Cc4ccccc4)C(=O)[C@@H]3[C@]3(C)C(=O)N(c4cccc(Cl)c4)C(=O)N23)c1 | i | i | i | i | i | i | i | i | i | i | 3.8

structure | TMEM16A inh | TRPC4 block | ANO1 activ | MrgX1 antag | TRPC4 potent | MrgX1 ag | TRPC6 activator | TRPC4 agonist | MrgX1 allo act | TRPC6 inhibitor | SKKanGAS inh
CCOc1ccc(N(CC(=O)Nc2ccccc2C(=O)NC(C)CC)S(C)(=O)=O)cc1 (configuration not stated) | i | i | i | i | i | i | i | i | i | i | 18.2
CCOc1ccc(C2CC(c3ccccc3C)n3nc(N)nc3N2)cc1 (configuration not stated) | i | i | i | i | i | i | i | i | i | i | 4.4
COc1ccc(/C=C/c2nc(-c3ccccc3O)n[nH]2)cc1 | i | i | i | i | i | i | i | i | i | i | -12.7
COc1cccc(/C=N/n2nnnc2N)c1OCc1ccccc1Cl | i | i | i | i | i | i | i | i | i | i | -10.0
CN1CCN(c2nc3c(c(=O)[nH]c(=O)n3C)n2CCSc2nnnn2-c2ccccc2)CC1 | i | i | i | i | i | i | i | i | i | -8.49* | 11.8
CC(=O)Nc1ccc(NC(=O)CCOc2cc(C)ccc2C)cc1 | i | i | i | i | i | i | i | i | i | i | 3.9
CCn1c(N2CCN(C(=O)c3ccco3)CC2)nc2ccccc21 | i | i | i | i | i | i | i | i | i | i | -2.8
Fc1ccccc1OCCSc1ncnc2nc[nH]c12 | i | i | i | i | i | i | i | i | i | i | -10.5
O=C(Nc1ccccc1N1CCN(C(=O)c2ccc(Cl)cc2)CC1)c1cc2ccccc2o1 | i | i | i | i | i | i | i | i | i | i | 18.8
COCCNc1nc(C)cc(-c2cc(C(=O)NCc3ccccc3)on2)n1 | i | i | i | i | i | i | i | i | i | i | -4.4
C=CCn1c(Oc2ccc(C(=O)OC)cc2)nc2c1c(=O)n(C)c(=O)n2C | i | i | i | i | i | i | i | i | i | i | u
CCn1cnc2cc(NCc3ccncc3)ccc21 | i | i | i | i | i | i | i | i | i | i | 4.0
CSc1nnc(C2CCN(CC(=O)Nc3ccccc3N3CCOCC3)CC2)n1C | i | i | i | i | i | i | i | i | i | i | -2.1
COc1ccc(CCNc2nc3ccc(C)cc3n3cnnc23)cc1OC | i | i | i | i | i | i | i | i | i | i | -4.3
CCc1nc2ccccc2c(C(=O)OCC(=O)Nc2ccc(S(=O)(=O)N3CCOCC3)cc2)c1C | i | i | i | i | i | i | i | i | i | i | 13.4

structure | TMEM16A inh | TRPC4 block | ANO1 activ | MrgX1 antag | TRPC4 potent | MrgX1 ag | TRPC6 activator | TRPC4 agonist | MrgX1 allo act | TRPC6 inhibitor | SKKanGAS inh
Cc1cccc(C(=O)c2c[nH]cc2-c2ccccc2)c1 | i | i | i | i | i | i | i | i | i | i | -8.1
COc1ccc(C(CNC(=O)c2ccc(C)c(S(=O)(=O)Nc3ccccc3OC)c2)N2CCCC2)cc1 (configuration not stated) | i | i | i | i | i | i | i | i | i | i | -2.7
COc1ccc(C(=O)N2CCc3c([nH]c4ccccc34)C2C(F)(F)F)cc1 (configuration not stated) | i | i | i | i | i | i | i | i | i | i | 51.6*
N/C(=N\OC(=O)/C=C/c1ccccc1Cl)c1ccccn1 | i | i | i | i | i | i | i | i | i | i | -9.4
Cc1n[nH]c(C)c1S(=O)(=O)N1CCN(C(=O)c2ccco2)CC1 | i | i | i | i | i | i | i | i | i | i | 0.9
CC1CCCN(C(=O)CSc2nnc(-c3cccs3)o2)C1 (configuration not stated) | i | i | i | i | i | i | i | i | i | i | 1.1
NC(N)=Nc1ccc(N=C(N)N)cc1 | i | i | i | i | i | i | i | i | i | i | 1.1
CS(=O)(=O)c1ccc(C(=O)Nc2ccc(S(=O)(=O)N3CCCCC3)cc2)cc1 | i | i | i | i | i | i | i | i | i | i | 2.1
CSc1nnc2c(n1)OC=Nc1ccc(Br)cc1-2 | i | i | i | i | i | i | i | i | i | i | 0.5
CCOc1ccc(CCNC(=O)CCc2nc(-c3ccc(OC)cc3)no2)cc1OCC | i | i | i | i | i | i | i | i | i | i | -0.8
O=C(c1ccc(COc2ccc(Cl)cc2)o1)N1CCN(Cc2ccc3c(c2)OCO3)CC1 | 25* | i | i | i | i | i | i | i | i | i | -1.5
O=C1CCN(CCc2ccccc2)CCN1[C@H](CO)Cc1ccccc1 | i | i | i | i | i | i | i | i | i | i | 8.2
Cc1nc2ccc([N+](=O)[O-])cc2c(=O)n1Cc1cccc(Br)c1 | i | i | i | i | i | i | i | i | i | i | 11.1
Oc1cccc(Nc2nc(-c3ccccc3)nc3ccccc23)c1 | i | i | i | i | i | i | i | i | i | i | -6.1
Cc1cc(N2CCN(S(=O)(=O)c3ccc4ccccc4c3)CC2)n2ncnc2n1 | i | i | i | i | i | i | i | i | i | i | -8.0
Cc1c(NC(=O)Cc2ccccc2)cccc1C(=O)NN1C(=O)c2ccccc2C1=O | i | i | i | i | i | i | i | i | i | i | -2.2

High-throughput results deposited in PubChem BioAssay by several laboratories.
